Compound activity from PubChem BioAssay.
TNF death inh – blocks TNF-alpha induced death of Jurkat FADD-/- cells | Jurkat FADD-/- TNF necroptosis rescue, ATP luminescence, 24 h; 0 = TNF only, 100 = no-TNF cells | activation (protection from cell death), % at 10 µM | actives 0.068% (n = 220,000);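 active means activation, meaning protection from cell death, of at least 50% relative to plate controls; inactive means activation below 50%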;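 further: necroptosis triggered by 40 ng/mL TNF-alpha added together with compound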
KLK5 inh – blocks human kallikrein 5 protease activity; Q9Y337; inhibition, % at 5 µM; actives 0.59% (n = 210,000); recombinant hK5, fluorogenic AMC substrate cleavage; AID 873;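 active means inhibition of 40% or more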;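 further: 0% = enzyme controls without compound and 100% = no-enzyme blanks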
Target sequence (Q9Y337 67-293 limits assumed): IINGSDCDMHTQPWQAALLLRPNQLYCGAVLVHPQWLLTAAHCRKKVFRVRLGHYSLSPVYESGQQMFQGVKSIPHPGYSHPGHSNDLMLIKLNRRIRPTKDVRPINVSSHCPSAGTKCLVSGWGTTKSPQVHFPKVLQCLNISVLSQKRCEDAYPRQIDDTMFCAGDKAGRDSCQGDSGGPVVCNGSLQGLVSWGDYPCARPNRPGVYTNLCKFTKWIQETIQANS
Hck Nef HTS – blocks Nef-activated human Hck kinase; P08631; Recombinant Hck-YEEI plus Nef, Z-Lyte FRET kinase assay; inhibition, % at 20 µM; actives 0.68% (n = 220,000); AID 463187;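 active means Hck-Nef kinase inhibition above about 50%, limit read from the data; inactive means inhibition below that limit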;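 further: 0% = DMSO with Hck plus Nef and 100% = Hck alone without Nef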
Rad51 HR inh – Rad51 (human) homologous recombination inhibition; Q06609; inhibition, % at 10 µM; hRad51 DNA strand exchange, fluorescence dequenching; actives 0.085% (n = 200,000); AID 1385;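 active means inhibition above 40% at the single screening dose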;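 further: 0% = DMSO control wells and 100% = blanks with heterologous ssDNA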
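Test system: preformed human Rad51 ssDNA filaments; also added: Donor/quencher-labelled 47-bp dsDNA substrate; doses: 10 µM final, single point; times: 37 °C 15-min filament assembly, 30-min compound preincubation, 15-min exchange; detection: FRET fluorescence dequenching, excitation 485 nm, emission 520 nm; read-out basis: Fluorescence-based percent inhibition, control- and blank-normalised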
thrombin 1536 – inhibitors of human thrombin. alpha-thrombin, Boc-VPR-AMC fluorogenic substrate cleavage. actives 0.26% (n = 220,000). P00734. inhibition, % at 5 µM;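 active means inhibition at or above 40%; inactive means inhibition below 40%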;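 further: 0% = enzyme with no compound and 100% = wells without enzyme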
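Test system: human alpha-thrombin protein / Dosing: one concentration per compound, 5 µM, with 0.2% DMSO / Medium: pH 7.5 Tris-saline with Tween 20 / Benchmarks: no-compound enzyme wells and no-enzyme blanks / Read-out basis: percent inhibition of thrombin substrate cleavage / Timing: reaction at room temperature / Measured by: fluorescence, ex 355 nm, em 460 nm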
zVAD death inh – L929 zVAD cell death inhibition. AID 1377. L929 zVAD necroptosis rescue, ATP luminescence, 24 h; with zVAD 60 µM. actives 0.38% (n = 220,000). viability rescue, % at 10 µM;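 active means activation, scaled between plate controls, above about 75%, limit read from the data; inactive means activation under that limit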;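 further: 0% = zVAD with DMSO and 100% = DMSO alone without zVAD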
FXIa inh 1536 – inhibitors of human coagulation factor XIa; inhibition, % at 5 µM; actives 0.14% (n = 220,000); AID 798; purified FXIa, Boc-Glu-Ala-Arg-AMC fluorogenic substrate; P03951;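 active means inhibition of at least 40%; inactive means inhibition below 40%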;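 further: fluorescence of freed AMC excited at 355 nm; 0% = enzyme without compound and 100% = no enzyme blank; many of its hits are not listed in these tables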
FXIIa inh – inhibitors of human coagulation factor XIIa; P00748; purified FXIIa, Boc-QGR-AMC fluorogenic substrate, 2 h; inhibition, % at 5 µM; actives 0.3% (n = 220,000); AID 800; in the data active means inhibition above about 40%;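 further: 0% = enzyme with no compound and 100% = blank without enzyme; many of its hits are not listed in these tables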
Target sequence (P00748 20-372 limits assumed): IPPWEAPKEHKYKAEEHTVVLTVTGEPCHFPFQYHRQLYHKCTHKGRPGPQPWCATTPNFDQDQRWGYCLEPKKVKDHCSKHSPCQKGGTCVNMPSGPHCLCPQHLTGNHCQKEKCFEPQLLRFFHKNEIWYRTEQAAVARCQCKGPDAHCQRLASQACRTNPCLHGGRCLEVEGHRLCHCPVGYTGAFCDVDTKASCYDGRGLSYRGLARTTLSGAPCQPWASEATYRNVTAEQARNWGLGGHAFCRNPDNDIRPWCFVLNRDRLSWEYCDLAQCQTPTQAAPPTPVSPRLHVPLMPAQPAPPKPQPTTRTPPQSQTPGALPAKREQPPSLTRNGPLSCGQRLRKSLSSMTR
Target sequence (P00748 373-615 limits assumed): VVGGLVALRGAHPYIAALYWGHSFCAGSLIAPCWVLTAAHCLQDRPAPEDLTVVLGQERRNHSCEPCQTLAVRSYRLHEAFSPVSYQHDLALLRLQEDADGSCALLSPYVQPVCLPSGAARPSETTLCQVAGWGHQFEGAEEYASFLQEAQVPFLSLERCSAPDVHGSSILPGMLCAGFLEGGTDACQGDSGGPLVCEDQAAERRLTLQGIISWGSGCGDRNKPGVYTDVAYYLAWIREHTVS
KCC2 mod – KCC2 (human) Cl- transport modulation. B-score of Tl+ flux slope (higher = more flux/activation; lower = inhibition) at 10 µM. Q9H2X9. KCC2 cells, thallium flux FluoZin-2 fluorescence. actives 2.2% (n = 190,000). AID 1456;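 active means thallium flux slope and its plate-corrected score both differing from the plate sample mean at a set confidence after two filtering rounds, in either direction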;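 further: slope of fluorescence scaled to starting intensity during 10 to 20 s after thallium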
An asterisk follows results filed as active; / = no result given.

no.	Molecule	KLK5 inh	Hck Nef HTS	thrombin 1536	FXIIa inh	KCC2 mod	Rad51 HR inh	TNF death inh	zVAD death inh	FXIa inh 1536
1	Cc1ccc(/C([O-])=C(/C(=S)NCc2ccccc2)[n+]2ccccc2)cc1[N+](=O)[O-]	4	24	0	9	-1	6	-0.3	0.7	-1
2	O=C(CN(c1ccccn1)S(=O)(=O)c1ccc(F)cc1)Nc1ccccc1	3	19	-8	10	1	0	0.1	2.0	-2
3	NS(=O)(=O)c1ccc(NC(=O)c2ccc(S(=O)(=O)N3CCOCC3)o2)cc1	1	17	-2	6	0.23	14	3.8	0.0	0
4	Cc1ccc(C(C(=O)NC2CCCC2)N2CCCC(C)C2)cc1 (stereo not drawn)	-10	18	-2	13	-0.22	-4	0.3	1.4	2
5	O=C(Oc1c(-c2ccccc2)oc2ccccc2c1=O)c1ccccc1	24	3	2	17	/	/	-8.5	79*	2
6	Cc1ccc(S(=O)(=O)N(C)c2c(C)ccc(S(=O)(=O)NC(C)(C)C)c2C)cc1	-5	12	-1	9	0	-9	-0.6	1.3	-3
7	Cc1ccccc1/C=C1\CCCc2ccccc2C1=O	-3	0	-1	27	0.12	1	-1.9	0.0	19
8	COc1cc2c(cc1OC)CC(=O)NC=C2	-11	20	4	3	1.3	-13	0.7	1.7	-3
9	O=C(CCCN1C(=O)c2ccccc2C1=O)Oc1ccc(F)cc1	0	3	0	15	0.066	3	-1.6	-0.2	0
10	O=C(COC(=O)C1CCCN1C(=O)C12CC3CC(CC(C3)C1)C2)c1ccc(Br)cc1 (stereo not drawn)	-10	2	-4	6	-0.13	-3	2.0	0.1	5
11	COc1ccc(N2C(=O)C3CCCN3C2c2cccc(OC)c2)cc1 (stereo not drawn)	-8	1	-4	11	-0.18	0	-0.3	0.0	5
12	CCOc1ccc(S(=O)(=O)NCCCN2CCCC2=O)cc1	2	-23	-5	5	0.32	1	-2.3	0.6	2
13	CSc1nc(C)cc(C)c1C(N)=O	-6	17	2	29	-0.46	5	-0.3	0.5	21
14	COc1ccc(-c2nnn(-c3cc(Cl)cc(Cl)c3)c2N)cc1	1	0	-2	6	0.024	24	5.0	1.1	4
15	N#Cc1c(-c2ccc(Cl)cc2)nc2n(c1=O)CCCS2	-9	2	-1	10	-1.6	4	-0.8	0.3	3
16	N#Cc1c(/N=C/c2ccccc2)oc(-c2ccccc2)c1-c1ccccc1	-14	9	-4	7	0.27	11	-0.4	1.5	-1
17	COc1ccc2oc(C)c(C(=O)NN)c2c1	-7	-2	-2	11	/	12	1.3	-0.6	-4
18	Cc1cc2[nH]c3c(c[n+](C)c4ccccc34)c2cc1C	-3	27	-5	4	-0.7	34	-16	-4.7	-3
19	CC(C)(C)C(=O)Nc1ccc2oc(-c3cc(F)c(F)cc3Cl)nc2c1	-11	-10	4	11	0.86	2	4.4	1.8	2
20	Cc1cc(C)[n+](-c2ccc(F)cc2)c2[nH]c(=O)[nH]c(=O)c12	-75	2	-21	-21	-0.5	-5	1.5	-0.1	-4
21	CC(Sc1ccccc1)C(=O)NN=C1CCN(C)CC1 (stereo not drawn)	9	13	1	2	/	-13	0.0	0.2	-4
22	CCCN(C#N)c1nc(NCC)nc(NC(C)C)n1	-16	2	-3	-4	/	-2	-0.7	0.9	-22
23	CCOC(=O)N1CCN(C(=O)c2n[nH]c(=O)c3ccccc23)CC1	-7	3	1	15	0.32	8	-0.9	-0.3	3
24	O=S(=O)(Nc1cccnc1)c1ccccc1	-3	23	1	2	-0.42	-29	9.2	1.6	-5
25	CC(=O)N(Cc1ccc(F)cc1)Cc1nc2ccccc2c(=O)[nH]1	-3	22	-10	5	0.34	-1	0.8	0.5	-2
26	CCOc1ccc(/C=C2\NC(=S)NC2=O)cc1	-4	9	-2	16	-0.16	10	-2.6	0.0	-5
27	OCC(Cc1ccccc1)NCc1ccccc1C(F)(F)F (stereo not drawn)	-9	-2	-4	16	-0.027	15	1.6	0.9	15
28	N#CC1=C(N)Oc2n[nH]c(-c3cccs3)c2C1c1ccsc1 (stereo not drawn)	-13	4	-6	8	/	-4	-4.3	-0.2	-6
29	CC(=O)c1ccc(NC(=O)CSc2ccsc2[N+](=O)[O-])cc1	-11	30	-27	5	-0.45	6	2.3	-0.6	-8
30	Cc1cccc(NC(=S)NNC(=O)c2ccco2)c1	-166	0	-2	11	/	2	-3.1	-0.1	5
31	Cc1ccc(CN(C)CC(=O)Nc2ccc3c(c2)CCC3)cc1	47*	-14	2	31	-1.3	13	0.9	0.0	30
32	CC(C)c1nnc(NC(=O)COc2ccccc2[N+](=O)[O-])s1	-2	11	-5	6	/	1	0.7	-0.8	1
33	COc1ccc(OC)c(C2C=C(C34CC5CC(CC(C5)C3)C4)NC(=S)N2)c1 (stereo not drawn)	35	3	4	13	1	-10	-3.1	-0.8	4
34	Cc1ccc(C(=O)OC2CCOC2=O)cc1NC(=O)c1ccco1 (stereo not drawn)	-6	1	1	12	0.13	-2	1.2	1.4	4
35	COC(=O)c1cc(O)c(O)c(O)c1	1	0	6	17	-0.04	3	-4.1	2.8	8
36	S=C(NCc1ccc2c(c1)OCO2)Nc1ccc2nsnc2c1	10	11	-6	10	1.4	7	1.1	-0.1	4
37	CC(C)(Oc1ccc(Cl)cc1)C(=O)N1CCN(c2ccccn2)CC1	3	2	-4	2	-0.48	0	-0.2	0.1	-1
38	O=C(COc1ccc(Br)cc1)Nc1ccccc1N1CCCC1	-7	19	-6	8	1.5	-3	-1.5	4.8	-10
39	c1ccc2c(c1)NC1(CCCCCC1)n1c-2nc2ccccc21	-5	2	-7	-1	-0.29	-2	-0.1	0.5	-9
40	COC(=O)C1=C(N)Oc2cc(C)n(Cc3ccccc3)c(=O)c2C1c1ccccc1 (stereo not drawn)	2	2	-4	10	-0.16	9	-6.2	-0.6	-4
41	O=c1[nH]c(/C(Cl)=C/c2cc(Cl)ccc2O)nc2cc(Cl)ccc12	-11	-2	4	14	1.5	-1	4.6	51	7
42	CC(C)NC(=S)NN=C1c2ccccc2-c2ccccc21	4	-51	-1	/	3.2	-5	-1.0	-1.2	12
43	CCn1c(COc2ccc(=O)n(-c3ccccc3)n2)nnc1SCC(=O)OC	3	-15	-3	9	-0.019	9	-0.3	0.0	-1
44	Cc1cc(NC(=S)N(Cc2ccc(Br)cc2)Cc2ccc(C(=O)O)cc2)ccc1Cl	/	10	-2	6	-2.2	/	-1.3	-0.2	4
45	O=C(Nc1ccc(Cl)cn1)Nc1cccs1	-2	1	1	12	0.14	2	9.1	72	-1
46	CCCCN(C)CCNC(=O)C(NC(=O)C1CCC(C)CC1)C(C)C (stereo not drawn)	-4	23	13	11	-0.53	4	0.8	-0.1	-2
47	O=C(N=C1c2ccccc2CN1c1ccc(F)c(Cl)c1)c1cccnc1Cl	-6	2	1	8	0.19	-54	-0.3	0.2	8
48	O=C1NC[C@H](Cc2ccc(O)cc2)N(CCc2cccc3ccccc23)C1=O	-2	28	-2	1	0.13	-2	0.3	-0.4	-3
49	Cc1ccc(S(=O)(=O)NC2(C(=O)O)CCCCC2)cc1	-14	1	0	11	-0.21	-1	1.3	0.0	-4
50	CC(C)Oc1cccc(C(=O)C2CCCN(Cc3cnc(N4CCOCC4)s3)C2)c1 (stereo not drawn)	2	18	-10	7	-0.58	1	-5.4	0.8	8

The results go on.
no.	Molecule	KLK5 inh	Hck Nef HTS	thrombin 1536	FXIIa inh	KCC2 mod	Rad51 HR inh	TNF death inh	zVAD death inh	FXIa inh 1536
51	N#CCC(=O)Nc1ccc(C(=O)OCC(=O)c2ccc3c(c2)OCCO3)cc1	-9	23	3	1	-0.56	-28	-0.8	0.8	-4
52	COc1ccc(NC(=O)COC(=O)CNC(=O)c2cc(OC)c(OC)c(OC)c2)cc1	-12	2	-8	1	-0.64	7	0.9	0.1	0
53	COC(CNC(=O)c1cccc2c1C(=O)N(Cc1cccnc1)C2)OC	-13	0	-4	12	/	3	0.3	-0.6	4
54	O=C1CC(c2ccncc2)c2cc3c(cc2N1)OCCO3 (stereo not drawn)	6	6	-5	-7	-0.11	16	-2.0	0.5	0
55	NCCCCCc1nnc(SCc2ccccc2Cl)o1	4	3	1	2	/	3	-5.9	-0.1	0
56	O/N=C/c1ccn(-c2ccc(Br)cc2)c1	-9	21	-12	8	0.75	-24	-1.7	1.1	-3
57	Cc1c(C#N)c(=O)c(-[n+]2ccccc2)c([S-])n1-c1ccc(Cl)cc1	-3	3	-3	2	-0.12	-9	0.2	-0.5	-3
58	CCc1ccc(NC(=O)CS(=O)CC(=O)Nc2ccc(F)cc2F)cc1 (stereo not drawn)	-5	1	-2	15	-0.12	-5	-0.5	0.0	5
59	Cc1cc(C)c2cc(CN(CC3CCCO3)C(=S)NCc3ccco3)c(=O)[nH]c2c1 (stereo not drawn)	-3	27	-13	6	-0.68	-3	0.6	-1.0	-5
60	CCOC(=O)Cc1csc(NC(=O)CN2C(=O)c3ccccc3S2(=O)=O)n1	17	-3	1	13	-0.31	-9	1.2	1.1	2
61	COc1ccc(OC(=O)c2cccc([N+](=O)[O-])c2)c(C(=O)/C=C/c2cccs2)c1	-25	-2	-1	12	/	18	-1.2	0.3	-10
62	N#Cc1ccc(CNc2cnccn2)cc1	-59	1	-4	5	-0.23	-4	2.6	0.0	-7
63	CCCCOC(=O)c1ccc(NC(=O)c2cnccn2)cc1	-22	-1	0	-5	-0.47	9	-2.5	-0.8	3
64	Cc1ccc2c(c1)C(c1ccccc1)N(C(=O)c1ccc(Br)o1)CC(=O)N2 (stereo not drawn)	-8	0	2	14	0.26	/	-4.5	-0.7	4
65	Cc1ccc(-c2c(C#N)c(N)nc3c2CCCCC3)cc1	10	1	11	12	-0.043	-4	1.0	-0.3	0
66	Cc1onc(-c2ccccc2)c1-c1nc2ccccc2c(=O)o1	33	3	7	19	-1.1	-5	-15	-0.7	-6
67	Cc1ccc(C(=O)NC(NC(=O)c2ccc(C)cc2)C(Cl)Cl)cc1	18	-1	25	18	0.097	-4	-8.3	0.1	6
68	CC(=O)Nc1ccc2c(c1)C(=O)c1ccccc1C2=O	1	0	-6	-4	1.6	3	-11	64	-8
69	CN(C(=O)c1ccncc1)C1CC(C)(C)N(O)C(C)(C)C1	7	-5	-3	16	/	6	-1.1	-0.2	3
70	COc1cc(CC(=O)Nc2nc(C)cs2)cc(OC)c1OC	1	22	-10	6	1	-8	0.7	2.5	0
71	Cc1noc(C)c1C(=O)NCc1ccccc1Br	0	2	-5	6	0.057	3	3.4	1.2	-3

Whole records, quoted from the list. Screens in order: KLK5 inh, Hck Nef HTS, thrombin 1536, FXIIa inh, KCC2 mod, Rad51 HR inh, TNF death inh, zVAD death inh, FXIa inh 1536
Cc1noc(C)c1C(=O)NCc1ccccc1Br as listed: 0, 2, -5, 6, 0.057, 3, 3.4, 1.2, -3
Cc1onc(-c2ccccc2)c1-c1nc2ccccc2c(=O)o1 as listed: 33, 3, 7, 19, -1.1, -5, -15, -0.7, -6

Some of the compounds tested (hit frequency here may not be typical).
